Compound activity as filed in PubChem BioAssay.
HEK293 NOD2/NF-kB: inhibition of NOD2-driven NF-kB reporter – cell-based, luminescence, uHTS, HEK293 (AID 1566); HEK293 NOD2/NF-kB luciferase reporter, luminescence; higher % means a stronger effect; hit rate 0.63% among 290,000; one-dose inhibition, % at 4 µM; EC50 in µM for titrated hits; also: many of its hits are not listed in these tables
XIAP displacement: small molecules displacing peptide from XIAP – biochemical, IAP family, fluorescence polarization (AID 1018). XIAP BIR domain, fluorescence polarization peptide displacement; higher % means a stronger effect. one-dose displacement, % at 20 µM; IC50 in µM for titrated hits. hit rate 0.007% among 200,000; in the data active = displacement above about 50%; also: a part of the inactive calls stands beside numbers as strong as those of hits
Hep lipid drop: modulators of hepatic lipid droplet formation | AML12 mouse hepatocytes, oleate lipid droplets, BODIPY imaging | inhibition, % at 6.5 µM | hit rate 0.4% among 240,000;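 active = lipid droplet intensity inhibited by at least 50%, with more than 500 cells counted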
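System: AML12 hepatocytes (mouse). Probe or stimulus: oleic acid at 100 µM to induce lipid droplet formation. Times: overnight treatment with compound plus oleate. Detection: Image-based BODIPY and DAPI two-channel analysis. Evaluation: percent inhibition of filter-corrected integrated lipid droplet intensity per well.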
Siah-1 displacement: Siah-1 peptide-binding antagonists, primary screen, biochemical, fluorescence polarization, rhodamine-plectin, uHTS (AID 1817) | Siah-1 / rhodamine-plectin peptide fluorescence polarization; higher % means a stronger effect | displacement, % at 20 µM, or IC50 in µM where a hit was titrated | hit rate 0.02% among 290,000;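 active = displacement of at least 50% at 20 µM, with a fluorescence ratio check between 0.3 and a set limit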;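 also: plate controls were Siah plus tracer with DMSO for no effect and tracer alone without Siah for full effect; strong numbers were not always called active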
Myeloid diff MLP: myeloid differentiation induction; ER-HoxA9 myeloid progenitors, lysozyme-GFP differentiation, flow cytometry; calls only at 10 µM; hit rate 1% among 360,000; AID 624256;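 active = normalized GFP-positive differentiation at or above the plate's own cutoff, the solvent-only control mean plus 3 SD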;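 also: cells exposed to compound for four days before flow analysis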
LYP inhibition: inhibitors of LYP phosphatase, biochemical, fluorescence intensity, uHTS (AID 1779); recombinant LYP phosphatase, fluorescence intensity; higher % means a stronger effect; hit rate 0.054% among 290,000; inhibition, % at 11.5 µM, or IC50 in µM where a hit was titrated;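 also: plate controls were vehicle with enzyme for no effect and no enzyme for full effect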
NS5 inhibitors: Dengue-2 NS5 methyltransferase inhibitors, primary screen, biochemical, confirmation dose response (AID 588689); Dengue-2 NS5 methyltransferase capping enzyme assay, biochemical; higher % means a stronger effect; inhibition, % at 25 µM, or IC50 in µM where a hit was titrated; hit rate 0.3% among 340,000; in the data active = a potency from the dose series
AID2073: inhibitors of Mint1-CaV2.2 protein interaction, biochemical, HTRF (AID 2073). HTRF protein-protein interaction, Mint1-CaV2.2; higher % means a stronger effect. inhibition, % at 20 µM; hits with a dose series show IC50 in µM. hit rate 0.19% among 290,000; in the data active = inhibition mostly above about 51%, no sharp cut-off; also: some results filed as inactive read as strong as hits
HIV peptide binding: cell-free HIV fusion peptide-binding blockers – biochemical, uHTS, fluorescence dequenching, primary screen (AID 1986); cell-free peptide binding, fluorescence dequenching, 30 min; higher % means a stronger effect; inhibition, % at 20 µM; hits with a dose series show IC50 in µM; hit rate 0.3% among 290,000; in the data active = inhibition mostly above about 52%, no sharp cut-off; inactive = mostly below about 76%; also: some results filed as inactive read as strong as hits
Hep lipid drop cells 6.5 µM: second read-out of Hep lipid drop, no call of its own (marks repeat the call); cell count; measured here: cell count, cytotoxicity flag;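 cells counted across two imaged fields per well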
Myeloid diff MLP GFP+ MAC1+ %: second read-out of Myeloid diff MLP, no call of its own (marks repeat the call); GFP+ MAC1+ double positive, %; measured here: differentiation confirmed by MAC1 staining
The depositor's hits bear a star; i = inactive; / = not tested or not shown; & = joins results of further samples. Rule as the data show it, unless noted: active = inhibition above about 50%; inactive = the rest. Not all compounds are listed (hit frequency here may not be typical).

Each structure is followed by: HEK293 NOD2/NF-kB	XIAP displacement	Hep lipid drop	Hep lipid drop cells 6.5 µM	Siah-1 displacement	Myeloid diff MLP	Myeloid diff MLP GFP+ MAC1+ %	LYP inhibition	NS5 inhibitors	AID2073	HIV peptide binding
- O=C(c1ccc(COc2c(F)c(F)c(F)c(F)c2F)o1)N1CCN(Cc2ccc3c(c2)OCO3)CC1
    -45%	-6.8%	-8	722	2%	i	1.3	-2%	-2%	8%	4.1%
- Cc1scc(C(=O)N/N=C/c2ccco2)c1C
    -4%	-1.1%	9	780	9%	i	0.9	-2%	-7%	8%	23%
- CN(C)c1ccc(CNC(=O)CCNS(=O)(=O)c2cc(Br)cnc2N)cc1
    -3%	/	2	737	2%	i	3.8	2%	7%	5%	0.5%
- COc1cc(NC(=O)COc2cccc(OC)c2)cc(OC)c1
    -28%	-2.7%	/	/	2%	i	7.6	-6%	-3%	8%	-1.0%
- C[C@]12CCC(=O)C=C1CC[C@@H]1[C@@H]2[C@@H](O)C[C@@]2(C)[C@H]1CC[C@]2(O)C(=O)COC(=O)CCC(=O)O
    12%	-9.5%&-3.6%	1&-5	661&704	4%	i	8.2&6.9	-4%	-1%&-7%	3%	1.0%
- Cc1nnc(NC(=O)CN2CC(C)OC(C)C2)s1 (centres undefined)
    13%	/	4	785	5%	i	0.4	-8%	-7%	8%	-1.3%
- Cc1ccccc1Nc1nc(-c2ccccc2)c(C(=O)Nc2cccnc2)s1
    5%	-0.1%	-7	593	3%	i	0.5	-6%	-2%	5%	-1.3%
- Cc1cccc(NC(=S)NCCc2ccc(F)cc2)c1C
    -24%	-1.4%	2	726	3%	i	0.5	-2%	-2%	1%	-0.7%
- COc1ccc(-c2cc(C)no2)cc1S(=O)(=O)N(C)c1ccc(C)c(C)c1
    15%	/	-3	715	-4%	i	1.7	-7%	4%	0%	1.2%
- O=C(c1ccc(O)c(Cl)c1)N1CCN(S(=O)(=O)c2ccccc2)CC1
    8%	/	-1	708	5%	i	1.0	-10%	-3%	-4%	-2.7%
- Cc1noc(NS(=O)(=O)c2ccc(NC(=O)CSc3nc4c(cc3C#N)CCCC4)cc2)c1C
    3%	-6.1%	/	/	0%	i	1.1	0%	-4%	20%	1.0%
- CCOC(=O)CSC1=C(C#N)C(=O)NC2(CCCCC2)S1
    22%	-1.2%	0	797	3%	i	0.9	-1%	-22%	11%	-1.0%
- Cc1occc1C(=O)N1CCN(S(=O)(=O)c2ccccc2)CC1
    8%	/	7	652	-1%	i	1.5	-5%	6%	5%	-0.8%
- Cn1c(=O)[nH]c(=O)c2c1nc(CN1CCN(c3ccc(F)cc3)CC1)n2CCCc1ccccc1
    1%	-2.9%	/	/	4%	i	4.4	-3%	1%	0%	-0.5%
- Cn1c(O)c(N=Nc2ccccc2[N+](=O)[O-])c2ccccc21
    -32%	/	-2	783	-1%	i	0.3	-3%	2%	36%	-1.8%
- O=C(c1cc(COc2ccc(F)cc2Cl)on1)N1CCc2ccccc2C1
    10%	-6.6%	8	744	3%	i	1.0	-5%	-2%	10%	3.7%
- CC(C)NC(=O)c1ccccc1NC(=O)Cc1ccc(Cl)cc1
    14%	-5.7%	/	/	5%	i	2.2	-6%	-1%	-7%	-2.6%
- Cc1c(Cl)cccc1NC(=O)CC1Oc2ccccc2NC1=O (centres undefined)
    2%	/	/	/	1%	i	0.2	-6%	-2%	8%	0.5%
- COc1ccccc1CC(=O)Nc1cccc2ccccc12
    3%	/	8	874	5%	i	1.3	-2%	4%	2%	1.2%
- COc1cc(/C=N/NC(=O)CCC(=O)NCc2ccccc2)cc(OC)c1OC
    7%	-5.8%	12	694	12%	i	1.0	0%	-4%	7%	2.2%
- Cc1cc(C)c(S(=O)(=O)N2CCN(C(=O)C(C)Cn3cncn3)CC2)c(C)c1 (centres undefined)
    6%	/	-6	760	2%	i	0.4	-5%	-3%	4%	-0.3%
- CCN(CC)S(=O)(=O)c1ccc2c(c1)c(=O)c(C(=O)NCCc1ccc(OC)c(OC)c1)cn2C
    12%	/	0	809	8%	i	0.6	-4%	-4%	2%	0.4%
- CCOC(=O)c1c(C)[nH]c(C(=O)COc2ccc3c(c2)OCO3)c1C
    14%	-2.4%	/	/	5%	i	0.2	-8%	-5%	-6%	0.1%
- CCCc1n[nH]c2c1/C(=N\O)CCC2
    6%	-4.2%	-2	788	-4%	i	0.4	-3%	-6%	-10%	0.1%
- CCOC(=O)Nc1ccc2nc3n(c(=O)c2c1)CCCCC3
    -1%	-5.8%	2	690	-2%	/	/	3%	3%	16%	-1.2%
- Cc1ccc2nc(NC(=O)C3CCCN(S(=O)(=O)c4cccc5nonc45)C3)sc2c1 (centres undefined)
    15%	/	5	711	-2%	/	/	14%	/	15%	6.7%
- CCC(CC)NC(=O)Cc1ccc(F)cc1
    -10%	1.3%	-8	645	-8%	i	0.4	-3%	-5%	-3%	-1.8%
- COc1cccc(NS(=O)(=O)NC(=O)c2c[nH]c3ccccc23)c1
    -3%	/	-8	719	0%	i	4.2	-7%	-4%	3%	-0.4%
- Cc1ccc(-c2noc(CCC(=O)NC3CCCc4ccccc43)n2)cc1 (centres undefined)
    -13%	-0.8%	4	751	-6%	i	1.1	-4%	-1%	-7%	-0.8%
- COc1ccc(NC(=O)NNC(=O)C(O)(c2ccccc2)c2ccccc2)cc1
    7%	/	-5	817	5%	i	0.8	-9%	-12%	9%	-4.1%

Sorted by heavy-atom count (lowest first): part of the list above.
Each structure is followed by: HEK293 NOD2/NF-kB	XIAP displacement	Hep lipid drop	Hep lipid drop cells 6.5 µM	Siah-1 displacement	Myeloid diff MLP	Myeloid diff MLP GFP+ MAC1+ %	LYP inhibition	NS5 inhibitors	AID2073	HIV peptide binding
- CCC(CC)NC(=O)Cc1ccc(F)cc1
    -10%	1.3%	-8	645	-8%	i	0.4	-3%	-5%	-3%	-1.8%
- Cc1scc(C(=O)N/N=C/c2ccco2)c1C
    -4%	-1.1%	9	780	9%	i	0.9	-2%	-7%	8%	23%
- Cc1nnc(NC(=O)CN2CC(C)OC(C)C2)s1 (centres undefined)
    13%	/	4	785	5%	i	0.4	-8%	-7%	8%	-1.3%
- CCOC(=O)CSC1=C(C#N)C(=O)NC2(CCCCC2)S1
    22%	-1.2%	0	797	3%	i	0.9	-1%	-22%	11%	-1.0%
- COc1ccccc1CC(=O)Nc1cccc2ccccc12
    3%	/	8	874	5%	i	1.3	-2%	4%	2%	1.2%
- Cc1c(Cl)cccc1NC(=O)CC1Oc2ccccc2NC1=O (centres undefined)
    2%	/	/	/	1%	i	0.2	-6%	-2%	8%	0.5%
- COc1cccc(NS(=O)(=O)NC(=O)c2c[nH]c3ccccc23)c1
    -3%	/	-8	719	0%	i	4.2	-7%	-4%	3%	-0.4%
- O=C(c1ccc(O)c(Cl)c1)N1CCN(S(=O)(=O)c2ccccc2)CC1
    8%	/	-1	708	5%	i	1.0	-10%	-3%	-4%	-2.7%
- O=C(c1cc(COc2ccc(F)cc2Cl)on1)N1CCc2ccccc2C1
    10%	-6.6%	8	744	3%	i	1.0	-5%	-2%	10%	3.7%
- COc1cc(/C=N/NC(=O)CCC(=O)NCc2ccccc2)cc(OC)c1OC
    7%	-5.8%	12	694	12%	i	1.0	0%	-4%	7%	2.2%
- Cn1c(=O)[nH]c(=O)c2c1nc(CN1CCN(c3ccc(F)cc3)CC1)n2CCCc1ccccc1
    1%	-2.9%	/	/	4%	i	4.4	-3%	1%	0%	-0.5%
- O=C(c1ccc(COc2c(F)c(F)c(F)c(F)c2F)o1)N1CCN(Cc2ccc3c(c2)OCO3)CC1
    -45%	-6.8%	-8	722	2%	i	1.3	-2%	-2%	8%	4.1%

Further entries:
Each structure is followed by: HEK293 NOD2/NF-kB	XIAP displacement	Hep lipid drop	Hep lipid drop cells 6.5 µM	Siah-1 displacement	Myeloid diff MLP	Myeloid diff MLP GFP+ MAC1+ %	LYP inhibition	NS5 inhibitors	AID2073	HIV peptide binding
- Nc1ccc2c(c1)C(=O)N(CC1CCCO1)C2=O (centres undefined)
    -8%	0.2%	-2	703	-4%	i	0.6	4%	-2%	25%	2.6%
- CCOCCN1CCN(c2c(C)c(C)nc3cc(-c4cc(OC)cc(OC)c4)nn23)CC1
    -5%	-5.8%	3	826	-3%	i	1.4	-3%	0%	13%	1.1%
- Cc1ccc(S(=O)(=O)Oc2cc(N)c3c(n2)CCC3)cc1
    10%	/	4	723	1%	i	0.3	-7%	/	10%	-0.2%
- Cc1ccc2ncc(NC(=O)c3ccc(F)cc3)c(=O)n2c1
    -10%	-2.9%	10	770	0%	i	0.4	-4%	-10%	-5%	-0.1%
- CC(C)(C)NC(=O)CSc1ccc(C(C)(C)C)cc1
    5%	2.4%	-6	740	2%	i	0.4	-4%	-8%	-12%	-2.2%
- CCC(=O)Nc1ccc(C(=O)n2ccc(C)n2)cc1
    8%	3.7%	/	/	2%	i	0.7	-7%	3%	-7%	-0.4%
- CCOC(=O)CNC(=O)N1CCC(CCOc2ccccc2)(C(=O)OCC)CC1
    3%	/	0	789	3%	i	0.5	-2%	-1%	8%	0.3%
- CCOc1ccc(N2C(=O)CN=C2Nc2ccccc2Cl)cc1
    -2%	-5.4%	/	/	-1%	i	1.5	-6%	25%	-10%	2.3%
- Clc1nc(N2CCOCC2)ncc1Br
    20%	/	-6	685	12%	i	0.8	-8%	-2%	3%	1.3%
- COC(=O)c1c(NC(=O)COC(=O)Cn2cnc3ccccc32)sc2c1CCCC2
    10%	-8.8%	-2	638	5%	i	0.2	-1%	1%	-7%	-1.4%
- Cc1ccc(CSC2=NCCN2C(=O)c2ccco2)cc1
    10%	-1.6%	4	689	-4%	i	1.6	16%	0%	-1%	0.3%

In a second layout: two of the compounds above
COC(=O)c1c(NC(=O)COC(=O)Cn2cnc3ccccc32)sc2c1CCCC2
  HEK293 NOD2/NF-kB = 10%
  XIAP displacement = -8.8%
  Hep lipid drop = -2
  Hep lipid drop cells 6.5 µM = 638
  Siah-1 displacement = 5%
  Myeloid diff MLP = i
  Myeloid diff MLP GFP+ MAC1+ % = 0.2
  LYP inhibition = -1%
  NS5 inhibitors = 1%
  AID2073 = -7%
  HIV peptide binding = -1.4%

Cc1ccc(CSC2=NCCN2C(=O)c2ccco2)cc1
  HEK293 NOD2/NF-kB = 10%
  XIAP displacement = -1.6%
  Hep lipid drop = 4
  Hep lipid drop cells 6.5 µM = 689
  Siah-1 displacement = -4%
  Myeloid diff MLP = i
  Myeloid diff MLP GFP+ MAC1+ % = 1.6
  LYP inhibition = 16%
  NS5 inhibitors = 0%
  AID2073 = -1%
  HIV peptide binding = 0.3%
